Screening results: PubChem, Sanford-Burnham Center for Chemical Genomics
CCR6 antag = blocks CCL20-driven beta-arrestin recruitment at human CCR6 | 340,000 compounds, 0.49% hits | P51684 | CHO-K1 CCR6 PathHunter beta-arrestin, luminescence, CCL20-stimulated | inhibition, % at 20 µM;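 active means compounds whose inhibition of the agonist-driven luminescence signal at 20 µM reaches about 50%, limit read from the data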;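 further: cells stimulated with CCL20 at 14 nM final; plate controls were DMSO with CCL20 for no effect and DMSO without agonist for full effect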
APJ antag = APJ receptor antagonism; P35414; CHO-K1 APJ beta-arrestin complementation, luminescence; inhibition, % at 20 µM; 330,000 compounds, 0.32% hits;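 active means inhibition above about 40% at 20 µM, limit read from the data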;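 further: cells challenged with 10 nM apelin-13 agonist together with compound; plate controls were apelin-13 plus DMSO wells for no effect and DMSO wells lacking apelin-13 for full effect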
XBP1 UPR activ = adaptive UPR (XBP1) activation. activation, % at 20 µM. CHO-XBP1 luciferase reporter, IRE1-XBP1 UPR activation, luminescence; percent of tunicamycin response, DMSO as zero. 330,000 compounds, 0.33% hits;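 active means versus positive control, 20 µM dose yields 30% or more activation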;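 further: 100% = tunicamycin at 10 µg/mL and 0% = DMSO only wells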
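Signal: luciferase luminescence; Assay system: CHO-XBP1 luciferase reporter cells; Amount: one thousand reporter cells per well; Dosing: 20 µM single concentration, DMSO 1%; Benchmarks: high control tunicamycin 10 µg/mL final, low control DMSO vehicle only; Schedule: 6 h compound exposure at 37 °C, 5% CO2; Evaluation: percent activation relative to tunicamycin reference.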
CHOP UPR activ = apoptotic UPR (CHOP) activation. CHO-CHOP luciferase reporter, luminescence; percent of tunicamycin response over DMSO baseline. 330,000 compounds, 0.34% hits. activation, % at 10 µM;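 active means at 10 µM dose, activation of 40% or more, normalized to positive control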;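 further: 100% = tunicamycin at 10 µg/mL and 0% = DMSO alone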
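Dosing – one dose, 10 µM in 0.5% DMSO · System – CHO-CHOP cells, stable luciferase reporter of PERK-eIF2a-CHOP signalling · Input – 500 cells/well · Control set – tunicamycin 10 µg/mL final as positive, DMSO-only wells as negative · Timing – 6 h compound treatment, 37 °C · Measure – % activation vs tunicamycin · Technique – luminescence read with Steady-Glo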
EBI2 antag = antagonists of human EBI2 receptor | P32249 | EBI2 beta-arrestin recruitment, luminescence, 7a,25-OHC stimulated | inhibition, % at 5 µM | 360,000 compounds, 0.81% hits | AID 651636; in the data active means inhibition above about 38%;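 further: enzyme fragment complementation signal reports receptor beta-arrestin coupling in cells; 0% = agonist plus DMSO wells and 100% = wells without agonist; some results beyond the cut were filed as inactive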
Mdm2-MdmX inh = human Mdm2/MdmX binding inhibition | 330,000 compounds, 3% hits | SaOS-2 split-luciferase Mdm2/MdmX complementation, luminescence | AID 485346 | O15151+Q00987 | inhibition, % at 8 µM;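 active means inhibition of at least 50% at 8 µM in the primary screen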
Target sequence (O15151 whole entry, looked up): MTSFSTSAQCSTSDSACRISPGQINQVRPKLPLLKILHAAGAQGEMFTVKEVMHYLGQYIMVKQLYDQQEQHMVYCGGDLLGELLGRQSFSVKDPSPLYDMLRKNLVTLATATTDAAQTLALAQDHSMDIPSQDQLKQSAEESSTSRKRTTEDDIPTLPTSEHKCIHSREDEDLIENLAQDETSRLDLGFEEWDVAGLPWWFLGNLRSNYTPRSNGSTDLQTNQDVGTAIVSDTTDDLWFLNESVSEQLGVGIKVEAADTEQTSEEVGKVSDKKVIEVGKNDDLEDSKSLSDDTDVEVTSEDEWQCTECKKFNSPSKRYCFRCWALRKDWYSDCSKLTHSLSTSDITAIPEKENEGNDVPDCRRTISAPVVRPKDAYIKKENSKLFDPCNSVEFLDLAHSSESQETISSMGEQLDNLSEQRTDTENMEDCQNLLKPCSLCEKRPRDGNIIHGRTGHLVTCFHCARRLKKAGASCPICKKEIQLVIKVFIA
Target sequence (Q00987 whole entry, looked up): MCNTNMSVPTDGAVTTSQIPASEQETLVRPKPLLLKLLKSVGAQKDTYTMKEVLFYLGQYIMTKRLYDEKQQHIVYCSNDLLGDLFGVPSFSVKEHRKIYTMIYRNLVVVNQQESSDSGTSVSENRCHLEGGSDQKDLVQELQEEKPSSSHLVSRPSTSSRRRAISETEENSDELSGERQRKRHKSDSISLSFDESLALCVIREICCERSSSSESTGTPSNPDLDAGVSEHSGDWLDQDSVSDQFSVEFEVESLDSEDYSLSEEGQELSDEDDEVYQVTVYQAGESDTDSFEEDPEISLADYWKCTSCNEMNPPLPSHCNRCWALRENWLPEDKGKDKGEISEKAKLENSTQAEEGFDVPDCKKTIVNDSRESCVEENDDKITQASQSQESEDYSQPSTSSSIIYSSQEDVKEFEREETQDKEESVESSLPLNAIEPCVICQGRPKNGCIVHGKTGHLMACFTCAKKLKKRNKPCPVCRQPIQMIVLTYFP
CXCR6 inh = inhibitors of human CXCR6 receptor | CHO-K1 PathHunter CXCR6 beta-arrestin, luminescence | inhibition, % at 20 µM | AID 602244 | 360,000 compounds, 0.36% hits | O00574; in the data active means inhibition above about 34%, passing the limit was not always enough;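 further: antagonist mode with CXCL16 agonist at 10 nM final; 0% = 10 nM CXCL16 with DMSO and 100% = unstimulated wells without agonist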
tim23-1 inh = growth inhibitors of tim23-1 mutant yeast. S. cerevisiae tim23-1 growth, BacTiter-Glo luminescence, 24 h. inhibition, % at 20 µM. 330,000 compounds, 1.3% hits. AID 463212;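 active means growth inhibition of the mutant yeast at or above 50%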;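 further: temperature-sensitive mutant grown at 25 °C; plate controls were DMSO-treated mutant yeast for no effect and medium wells lacking yeast for full effect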
APJ ag = agonists of human APJ apelin receptor | CHO-K1 APJ PathHunter beta-arrestin, luminescence; 0% DMSO wells, 100% apelin | activation, % at 20 µM | 330,000 compounds, 0.11% hits | AID 2520;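 active means activation more than six SD over the plate average, tested at 20 µM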;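 further: 0% = DMSO alone and 100% = apelin-13 at 10 nM; some results filed as inactive read as strong as hits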
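Material: engineered CHO-K1 APJ arrestin reporter cells; amount: 1000 CHO-K1 reporter cells seeded per well; incubation: compound stimulation 90 min at 25 °C, detection 60 min; signal: luminescent beta-gal fragment complementation, chemiluminescent substrate; read-out basis: APJ agonist activity; controls: DMSO-only wells as negative, 10 nM Apelin-13 as positive control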
An asterisk follows results filed as active; nt = not tested or not shown.

No. | SMILES | CXCR6 inh | Mdm2-MdmX inh | APJ antag | CCR6 antag | APJ ag
1 | Cc1nn(C)c(C)c1NC(=O)c1ccc(Cl)cc1 | 8 | -22 | -5 | 0 | 1
2 | CCC(C)N(C(=O)CSc1nnnn1-c1ccccc1OC)C1CCS(=O)(=O)C1 (stereo unspecified) | -7 | -4 | 12 | 3 | -4
3 | Cc1cc(=O)oc(C)c1C(=O)N1CCN(C(c2ccccc2)c2ccccc2)CC1 | -2 | -3 | 9 | 9 | -2
4 | O=C(O/N=C1\CCCc2ccccc21)C1CC1 | -9 | 23 | 3 | 6 | -1
5 | CCS(=O)(=O)C1=NSC2=NC(=O)/C(=C\c3ccc(OC(=O)c4ccco4)c(OC)c3)C(=N)N21 | 1 | 13 | -5 | 13 | -2
6 | Clc1ccccc1CN1CCC(Cc2ccccc2)CC1 | 3 | 22 | 6 | 29 | -4
7 | NC(Cc1c[nH]c2ccccc12)C(=O)Nc1ccccc1 (stereo unspecified) | -3 | 24 | -15 | -5 | -4
8 | CCNC(=O)C/C(C)=N/NC(=O)C(=O)Nc1ccc(CC)cc1 | 1 | 15 | 0 | -3 | -4
9 | CCCc1c(C(=O)Nc2ccc(C(F)(F)F)cc2)cnn1-c1ccccc1 | 0 | 16 | -7 | -1 | 7
10 | Nc1nc(-c2ccc(Cl)cc2)cn1N | 3 | 13 | 12 | -10 | -1
11 | O=C(Cc1cccc2ccccc12)NNC(=O)c1cccs1 | -1 | 9 | 23 | 5 | -1
12 | Cc1cccc(N2CCN(C3CCCCC3NS(=O)(=O)c3ccccc3)CC2C)c1 (stereo unspecified) | 15 | 34 | 15 | 26 | -4

No. | XBP1 UPR activ | EBI2 antag | tim23-1 inh | CHOP UPR activ
1 | 2 | -7 | 4 | 0.5
2 | -2 | -4 | -4 | -0.1
3 | -1 | 16 | 17 | -1.6
4 | 0 | -4 | 0 | -0.1
5 | -4 | -2 | 15 | -0.5
6 | 0 | 4 | -18 | -1.2
7 | 0 | 1 | 11 | -0.5
8 | -1 | -9 | -4 | 3.8
9 | -2 | -9 | 4 | 0.3
10 | -3 | 10 | -14 | -0.4
11 | -1 | -2 | -12 | -1.7
12 | -7 | 16 | 27 | 0.1

A section from the list above, for reference:
No. | SMILES | CXCR6 inh | Mdm2-MdmX inh | APJ antag | CCR6 antag | APJ ag
3 | Cc1cc(=O)oc(C)c1C(=O)N1CCN(C(c2ccccc2)c2ccccc2)CC1 | -2 | -3 | 9 | 9 | -2
4 | O=C(O/N=C1\CCCc2ccccc21)C1CC1 | -9 | 23 | 3 | 6 | -1
5 | CCS(=O)(=O)C1=NSC2=NC(=O)/C(=C\c3ccc(OC(=O)c4ccco4)c(OC)c3)C(=N)N21 | 1 | 13 | -5 | 13 | -2

No. | XBP1 UPR activ | EBI2 antag | tim23-1 inh | CHOP UPR activ
3 | -1 | 16 | 17 | -1.6
4 | 0 | -4 | 0 | -0.1
5 | -4 | -2 | 15 | -0.5

(listing goes on)
No. | SMILES | CXCR6 inh | Mdm2-MdmX inh | APJ antag | CCR6 antag | APJ ag
13 | COc1ccccc1N1C(=NC(=O)C(C)Oc2ccccc2)SC2CS(=O)(=O)CC21 (stereo unspecified) | -4 | 35 | 12 | -6 | -7
14 | O=C(COC(=O)CCS(=O)(=O)c1ccccc1)Nc1ccc(N2CCCCC2)cc1 | -6 | 25 | -8 | 9 | -2
15 | CCOC(=O)N1CCN(C(=O)CCc2ccc(S(=O)(=O)NCCc3ccccc3)cc2)CC1 | -10 | 12 | 12 | -5 | 1
16 | O=C(CN1C(=O)c2ccccc2C1=O)NCC(=O)OCC(=O)c1ccc(Cl)cc1 | 1 | 11 | 5 | 21 | -3
17 | CCn1c(SCC(=O)Nc2ccc(OC)cc2)nc2nc3c(cc2c1=O)CCCC3 | 4 | 37 | 6 | 11 | 1
18 | CC1(c2ccccc2)CC(C)(C)N(C(=O)c2cc([N+](=O)[O-])cc([N+](=O)[O-])c2)c2ccccc21 (stereo unspecified) | -16 | 36 | -8 | 8 | 0
19 | COc1ccc(CCNCc2ccc(OCC(=O)N3CCCCC3)c(OC)c2)cc1OC | -7 | 10 | 10 | 16 | -2
20 | COc1ccc(N2CCN(S(=O)(=O)c3ccc(Cl)c(C(F)(F)F)c3)CC2)cc1 | 3 | 9 | 15 | 8 | 0
21 | COCCN(C(=O)Cc1cccs1)c1nnc(-c2cccnc2)s1 | -21 | -23 | -7 | -6 | 6
22 | COCC(C)NC(=O)c1oc2c(c1C)C1(CCC2)SCCS1 (stereo unspecified) | 1 | 5 | -24 | -5 | 2
23 | CCOC(=O)C1CCCN(C(=O)c2cc(Cl)ccc2NC(=O)C2=C(C)OCCS2)C1 (stereo unspecified) | 2 | 4 | 16 | 10 | -1
24 | Fc1ccc(-c2csc(NC(=S)Nc3ccccc3)n2)cc1 | 5 | 20 | 38 | -9 | -4

No. | XBP1 UPR activ | EBI2 antag | tim23-1 inh | CHOP UPR activ
13 | -2 | -9 | 1 | 0.3
14 | -1 | -6 | 11 | -0.8
15 | 0 | 3 | 1 | 0.5
16 | -1 | -7 | 0 | -0.4
17 | 0 | 3 | 12 | 0.5
18 | 0 | 6 | 5 | 2.1
19 | 0 | -2 | 3 | -0.2
20 | 0 | -3 | -10 | -2.2
21 | -1 | -4 | 10 | 0.0
22 | -1 | -1 | 25 | -0.6
23 | -2 | -10 | 7 | -0.5
24 | 6 | 34 | 1 | 2.4

No. | SMILES | CXCR6 inh | Mdm2-MdmX inh | APJ antag | CCR6 antag | APJ ag
25 | C=CCn1c(SCC(N)=O)nc(C)cc1=O | 1 | 0 | 14 | -7 | 1
26 | Cc1ccccc1NC(=O)COC(=O)c1c[nH]c(=O)[nH]c1=O | -5 | -2 | 12 | 4 | -6
27 | CC1(C)C2CCC1(C)C(OC(=O)CNc1ccccc1)C2 (stereo unspecified) | -2 | -8 | 3 | 20 | -3
28 | CCCCN1C[C@H](O)[C@@H](O)[C@H](O)[C@H]1CO | -7 | -8 | -3 | -2 | 2
29 | CN(C(=O)CSc1nnnn1-c1ccc(O)cc1)C1CCS(=O)(=O)C1 (stereo unspecified) | 6 | -13 | 7 | 6 | -3
30 | CN(C)/C=C(/C(=O)c1ccccc1Cl)S(=O)(=O)c1ccccc1 | -9 | 28 | 5 | 10 | -3
31 | COc1cccc(C(=O)Nc2ccc3[nH]c(=O)[nH]c3c2)c1OC | 4 | 12 | -1 | -1 | 1
32 | COc1ccc(CNC(=O)CN2CCN(c3ccccc3)CC2)cc1 | -4 | 8 | -5 | -1 | -2
33 | CCOC(=O)c1cc2n(n1)C(C(F)(F)C(F)(F)F)CC(C)N2 (stereo unspecified) | -3 | 6 | -4 | 31 | 0
34 | O=c1c2c(-c3ccc([N+](=O)[O-])cc3)ccnc2[nH]n1-c1ccccc1 | 14 | 2 | -6 | 24 | -2
35 | COc1ccc(OC)c(C2C(C#N)=C(N)Oc3c2c(C)nn3-c2ccc(C)cc2)c1 (stereo unspecified) | 9 | -7 | -4 | 10 | -3
36 | O=C(Nc1ccccc1)N1CCCc2ccccc21 | -6 | 17 | -4 | -3 | -1

No. | XBP1 UPR activ | EBI2 antag | tim23-1 inh | CHOP UPR activ
25 | -2 | -8 | -3 | -0.9
26 | 2 | -15 | -3 | 0.0
27 | 0 | 11 | 29 | 0.3
28 | -10 | 4 | -7 | 3.2
29 | 0 | 0 | 9 | 0.1
30 | -3 | -4 | 22 | 0.4
31 | 9 | -11 | 4 | 2.8
32 | -2 | -17 | 9 | -1.6
33 | 1 | -5 | -2 | 0.5
34 | 10 | -4 | 3 | -0.1
35 | -2 | -1 | 27 | -4.6
36 | 0 | 2 | 9 | -0.1

No. | SMILES | CXCR6 inh | Mdm2-MdmX inh | APJ antag | CCR6 antag | APJ ag
37 | c1ccc(CNc2ncnc3c2cnn3-c2ccccc2)cc1 | -6 | 4 | -15 | -5 | -2
38 | COc1ccc(-c2[nH]ncc2CN(C)Cc2nonc2C)c(OC)c1 | 0 | 16 | -5 | -1 | -1
39 | COc1ccc(-c2ccc(S(=O)(=O)N3CCOCC3)cc2)cc1 | -3 | 7 | -16 | 8 | 7
40 | COCCN1C(=O)c2ccccc2C(C(=O)NCCCN2CCCC2)C1c1c[nH]c2ccccc12 (stereo unspecified) | nt | -8 | 5 | 28 | 0
41 | O=C(NCc1cccnc1)[C@@H]1CC=C[C@@H]2CCN(Cc3ccccc3)C(=O)[C@@H]21 | 5 | -2 | -26 | 12 | 10
42 | COc1ccc(C(=O)NNC(=O)c2ccc3ccccc3n2)cc1 | 16 | 63* | -1 | 45 | -3
43 | O=C(CSc1nnc(-c2ccc(O)cc2)o1)N1CCOCC1 | 0 | -3 | -10 | -4 | 2
44 | CCOc1ccc2[nH]c(=O)c(CN(CC3COCCO3)C(=O)C3CC3)cc2c1 (stereo unspecified) | 1 | -32 | 19 | -1 | -3
45 | CC(NC(=O)Cn1cccc1C(=O)c1ccccc1)c1ccc2c(c1)OCCO2 (stereo unspecified) | 6 | 13 | -23 | 11 | 0
46 | O=C(COC(=O)CC1CC2CCC1C2)Nc1ccc(F)cc1Cl (stereo unspecified) | -13 | 8 | -6 | 4 | -1
47 | CCC(C)(C)C1CCC2(CC1)NC(=S)N(c1ccccc1)N2 (stereo unspecified) | -20 | -18 | -33 | 13 | 2
48 | CCC(=O)Nc1cccc(C2=NN(c3ccccc3)C(c3ccc(OC)cc3)C2)c1 (stereo unspecified) | 0 | 19 | 4 | 2 | -2
49 | COc1ccc(OC)c(C2=NOC(C(=O)NCCN3CCOCC3)C2)c1 (stereo unspecified) | -3 | 12 | -5 | -7 | 0
50 | N#Cc1cc2cc3c(cc2nc1N1CCOCC1)OCO3 | -5 | -23 | -9 | 1 | -3

No. | XBP1 UPR activ | EBI2 antag | tim23-1 inh | CHOP UPR activ
37 | 10 | 26 | -4 | 6.9
38 | 1 | -3 | 19 | -0.9
39 | 1 | 0 | 10 | -1.3
40 | 0 | nt | 1 | 1.8
41 | 1 | -13 | 15 | -0.6
42 | 3 | -6 | -6 | 2.1
43 | 1 | -11 | -10 | 0.2
44 | -3 | -16 | 3 | -0.1
45 | -1 | 12 | 21 | 2.4
46 | 1 | -8 | 36 | -1.4
47 | 2 | -9 | 1 | 1.3
48 | 0 | 16 | 51* | -0.4
49 | -2 | 0 | 10 | -1.2
50 | 0 | -3 | -1 | 0.8

Just Mdm2-MdmX inh and tim23-1 inh, for 2 of the compounds above:
no. | mol | Mdm2-MdmX inh | tim23-1 inh
45 | CC(NC(=O)Cn1cccc1C(=O)c1ccccc1)c1ccc2c(c1)OCCO2 (stereo unspecified) | 13 | 21
46 | O=C(COC(=O)CC1CC2CCC1C2)Nc1ccc(F)cc1Cl (stereo unspecified) | 8 | 36

These rows are one share of the data; the hit share may differ from the screen's.
